DT40 TDP1 CPT: qHTS for Inhibitors of human tyrosyl-DNA phosphodiesterase 1 (TDP1): qHTS in cells in presence of CPT | hit rate 12% among 420,000 | chicken DT40 Tdp1-/-;hTDP1 cells + 20 nM CPT, ATP luminescence, 48 h | Potency, µM (series often up to 46.2 µM), for inactives: at the top dose activity change, negative = growth inhibition, usual class: inhibitors | AID 686979, 2013; also: nearly all actives have a fitted effect of over 55% in size
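Cell growth measured by CellTiter-Glo luminescence after a minimum 48 h, 37 C compound exposure with 20 nM CPT in Tdp1-knockout DT40 cells stably expressing hTDP1, seeded 400/well; qHTS titration format.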
FEN1 inh: qHTS Assay for the Inhibitors of Human Flap endonuclease 1 (FEN1) | Potency, µM (titrated, usually from 114 µM), for inactives: top-dose activity change, negative = inhibition, most hits filed as inhibitors | hit rate 0.35% among 390,000 | Recombinant FEN1 flap cleavage, fluorescence, 15 min | AID 588795, 2011 | P39748; also: nearly all actives have a fitted effect of over 65% in size
Target sequence (P39748 whole entry, looked up): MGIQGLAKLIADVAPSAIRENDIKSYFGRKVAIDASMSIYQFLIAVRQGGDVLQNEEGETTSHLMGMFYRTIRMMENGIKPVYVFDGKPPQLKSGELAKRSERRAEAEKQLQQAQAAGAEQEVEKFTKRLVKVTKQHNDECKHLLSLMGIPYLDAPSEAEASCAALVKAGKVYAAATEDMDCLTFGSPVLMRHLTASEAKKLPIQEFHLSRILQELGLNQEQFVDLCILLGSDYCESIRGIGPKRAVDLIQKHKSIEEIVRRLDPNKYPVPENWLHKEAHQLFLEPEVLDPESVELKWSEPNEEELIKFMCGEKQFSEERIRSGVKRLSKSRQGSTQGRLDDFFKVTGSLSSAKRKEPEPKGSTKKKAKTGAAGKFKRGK
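FEN1 at 10 nM preincubated with compounds 15 min at room temperature, then flap DNA substrate added at 50 nM final. Signal read at 0 and 15 min; concentration-response fitted with four-parameter Hill equation.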
N370S GC mod: qHTS Assay for Inhibitors and Activators of N370S glucocerebrosidase as a Potential Chaperone Treatment of Gaucher Disease | hit rate 0.092% among 330,000 | Potency, µM (doses to about 59.4 µM), for the others: top-dose activity change, negative = inhibition, most hits filed as inhibitors | N370S GC spleen homogenate, 4MU-glucoside fluorescence | Lysosomal acid glucosylceramidase (Homo sapiens), P04062;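 also: 0% = full enzyme activity and -100% = no enzyme basal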
* = called active by the depositor; ? = inconclusive; nt = not tested or not shown; & = joins results of further samples; [ ] = dose if it differs, or a comment. Calls follow the shape of the dose curve; as a rule, active = well fitted curve in the direction sought with a large enough effect; inconclusive = small, poorly fitted or top-dose-only effect, or another doubt; inactive = no such curve, though single readings can be large; an effect the other way counts as inactive or inconclusive. Unless noted, % is scaled to controls: 0 for no effect and ±100 for the full control effect; potency is read from the fitted curve at half-maximal effect. Some of the compounds tested; the hit share may differ from the screen's.

SMILES | DT40 TDP1 CPT | FEN1 inh | N370S GC mod
CCCCc1nn2c(=O)cc(COC(=O)c3ccc(NC(=O)c4cccs4)cc3)nc2s1 | -22.2% | -3.9% | nt
CCOC(=O)c1ccccc1NC(=O)Cn1c(=O)n(Cc2nc(C)no2)c(=O)c2ccccc21 | ? | -10.2% | nt
COc1ccccc1NC(=O)c1cnc(Nc2ccccc2OC)c2ccccc12 | 1.64µM* | -0.7% | 2.4%
O=C(O)CCC(=O)NNC(=O)CCC1CCCCC1 | -1.6% | -1.1% | -3.1%
CC1CCCN(S(=O)(=O)c2ccc(C(=O)Nc3nnc(-c4ccccc4Cl)o3)cc2)C1 (stereo unspecified) | 2.91µM* | -3.8% | -4.8%
O=C(NN1C(=O)C2C3C=CC(C4CC34)C2C1=O)c1ccc(Cl)c(Cl)c1 (stereo unspecified) | -18.0% | -12.9% | 3.2%
CC1=C(C#N)C(c2ccc(O)cc2)C2=C(CCCC2=O)N1 (stereo unspecified) | -7.4% | -10.0% | -2.4%
O=C(COc1ccc2ccc(=O)oc2c1)NC1CCCC1 | -14.6% | 20.4% | 10.0%
CC(C)N(CC(N)=O)c1ncnc2sc(-c3ccccc3)cc12 | ? | -9.1% | -2.0%
CCN(CC)c1ccc(NC(=O)C2COc3ccc(OC)cc3C2)c(C)c1 (stereo unspecified) | 0.581µM* | 36.4%[activator] | nt
COC(=O)C1=C(N)Oc2cc(C)n(CCN3CCOCC3)c(=O)c2C1c1cccnc1 (stereo unspecified) | 2.5% | -2.5% | -0.5%[2.35 µM]
COc1cccc(C(O)C2OC(=O)c3ccccc32)c1OC (stereo unspecified) | 3.8% | -1.3% | nt
CCCCC(=O)NC(c1cccs1)c1cc(Cl)c2cccnc2c1O (stereo unspecified) | 3.66µM* | 3.2% | 6.6%
O=C(NCc1ccccc1)c1cc(=O)c2ccccc2o1 | ? | 10.7% | -7.7%
Cc1cccc(NC(=O)CCSc2nncn2C)c1 | -0.1% | -1.4% | 1.8%
C#CCOCCOCCOCCNc1nc(N2CCN(C(=O)[C@H](CCC(=O)O)n3cc(CN)nn3)CC2)nc(N2CCN(C(=O)[C@H](CCC(=O)O)n3cc([C@@H](N)[C@H](C)CC)nn3)CC2)n1 | 18.7% | -0.9% | nt
CC1(C)CC(NCc2ccc3c(c2)OCO3)CCO1 (stereo unspecified) | 1.7% | -2.3% | 6.2%
CC1CCCN(C(=O)C2CCN(Cc3ccc4c(c3)OCO4)CC2)C1 (stereo unspecified) | 7.2% | 2.5% | -3.2%
COc1ccc(OCC(=O)O/N=C(\N)c2ccc(OC)c(OC)c2)cc1 | ? | -5.8% | 1.7%
CN(C)C(CNC(=O)c1ccc(S(=O)(=O)Nc2ccccc2F)cc1)c1ccccc1 (stereo unspecified) | -12.8% | -6.0% | -7.3%

Compounds shown so far with a thiophene ring, fused or not, in the order listed:
SMILES | DT40 TDP1 CPT | FEN1 inh | N370S GC mod
CCCCc1nn2c(=O)cc(COC(=O)c3ccc(NC(=O)c4cccs4)cc3)nc2s1 | -22.2% | -3.9% | nt
CC(C)N(CC(N)=O)c1ncnc2sc(-c3ccccc3)cc12 | ? | -9.1% | -2.0%
CCCCC(=O)NC(c1cccs1)c1cc(Cl)c2cccnc2c1O (stereo unspecified) | 3.66µM* | 3.2% | 6.6%

The list goes on.
SMILES | DT40 TDP1 CPT | FEN1 inh | N370S GC mod
COC(=O)c1cccc(-c2ccc(/C=N/N3C(=O)C4C5C=CC(C6CC56)C4C3=O)o2)c1 (stereo unspecified) | -1.4% | -8.5% | -9.0%
CC1(C)CC(=O)C(C2=NC(C)(C)Cc3ccccc32)=C(O)C1 | 4.3% | 10.3% | -0.6%
COc1cc2nc(COc3ccc(C#N)cc3)n(CC#N)c(=O)c2cc1OC | ? | ? | 2.5%[2.35 µM]
COC(=O)c1cc(/C=C/c2ccccc2)on1 | -3.4% | -0.8% | 6.3%[12.8 µM]
CCOc1ccc(C(=O)Nc2ccccc2C(=O)OCc2cc(=O)n3nc(C4CC4)sc3n2)cc1 | 0.8% | 1.0% | nt
O=C(NCC(c1cccnc1)N1CCN(c2ccccc2)CC1)C1CCCCC1 (stereo unspecified) | ? | 3.2% | -2.6%
O=C(N/N=C/c1c[nH]c2ccccc12)c1ccc([N+](=O)[O-])cc1Cl | -20.0% | 15.4% | -8.7%
CC1Oc2ccccc2N(CC(=O)NC2CCCC2)C1=O (stereo unspecified) | 0.0% | -3.7% | -23.6%
CC(=O)N1CCc2c(sc3c2c(=O)n(-c2ccc(C)cc2)c(=O)n3CC(=O)Nc2ccccc2)C1 | ? | 1.0% | nt
CN(C)CCCN=c1cc(-c2ccccc2)oc2ccc(Cl)cc12 | 10.3µM* | ? | 12.5%
Cc1cccc(NC(=O)c2c(Br)sc3c2CCCC3)c1 | ? | -20.2% | nt
Cc1ccc(C)c(N2CCN(C(=O)c3ccc4c(c3)N(Cc3ccc(F)cc3)C(=O)c3ccccc3S4=O)CC2)c1 (stereo unspecified) | 18.4µM* | -10.8% | nt
COCCCN(CC(=O)O)S(=O)(=O)c1ccccc1 | -3.3% | 1.9% | 0.8%
COc1ccccc1N1CCN(Cc2cn[nH]c2-c2ccc(F)cc2)CC1 | -28.2% | -2.4% | 6.6%
CC(=O)C(C)Oc1ccc2c3c(c(=O)oc2c1)CCCCC3 (stereo unspecified) | -23.4% | -13.4% | ?
CC1(NC(=O)Cc2ccc(Cl)c(Cl)c2)CCS(=O)(=O)C1 (stereo unspecified) | 14.7% | -13.2% | nt
Cc1ccccc1OCCCC(=O)Nc1ccc(Br)cc1 | ? | 2.5% | 0.4%
O=C(Nc1ccccn1)c1cccc(S(=O)(=O)N2CCCc3ccccc32)c1 | ? | -22.5% | nt
O=c1c2ccccc2[nH]c2ccc(O)cc12 | 16.1% | ? | -6.7%
COC(=O)C(CC(C(=O)OC)C(=O)OC)C(=O)OC | 21.9% | -1.9% | 2.5%

Reprinted at random: two compounds from above.
SMILES | DT40 TDP1 CPT | FEN1 inh | N370S GC mod
COc1cc2nc(COc3ccc(C#N)cc3)n(CC#N)c(=O)c2cc1OC | ? | ? | 2.5%[2.35 µM]
O=C(Nc1ccccn1)c1cccc(S(=O)(=O)N2CCCc3ccccc32)c1 | ? | -22.5% | nt

Further entries:
SMILES | DT40 TDP1 CPT | FEN1 inh | N370S GC mod
CCOc1cc(N2CCOCC2)c(OCC)cc1NC(=O)c1ccc(S(=O)(=O)N(C)C)cc1 | ? | -9.8% | -4.4%
CN(c1ccccc1C(=O)Nc1ccc(S(=O)(=O)N2CCCCC2)cc1)S(C)(=O)=O | ? | 5.2% | -2.2%
CC(C)C[C@H]1CNC(=O)C(=O)N1CC1CCN(CCC(C)(C)C)CC1 | -14.2% | 14.3% | nt
CCc1cccc(C)c1N=Cc1c(O)c2ccccc2oc1=O | -25.1% | -7.2% | 5.6%
N=c1n(CCO)c2ccccc2n1CCOc1ccc(Cl)cc1Cl | 6.51µM* | ? | ?
COC(=O)[C@@H]1C[C@@H]2CC[C@@H](O)C[C@@H]2N1Cc1ccc(C(F)(F)F)cc1 | ? | -9.8% | -14.6%&-24.6%
Cc1cc(C)c(NC(=O)COC(=O)c2nc3nccc(C)n3n2)c(Cl)c1 | 2.0% | -7.8% | nt
CCc1cccc(N=c2c([N+](=O)[O-])nn(-c3ccc(Cl)cc3)n2O)c1 | 20.6µM* | -2.7% | -4.1%
Cc1cccc(Cn2nnc3c(=O)[nH]c(C4CCN(C(=O)c5ccccc5F)CC4)nc32)c1 | ? | -15.3% | nt
CC1SCC(=O)N(CC(=O)NC2CCCCC2)C1=O (stereo unspecified) | -2.6% | 6.1% | -5.0%
CC(/C=C/c1cccc([N+](=O)[O-])c1)=N\NC(=O)c1ccncc1 | ? | -8.8% | 8.8%
COc1ccc(C(=O)Nc2ccc(OCc3ccccc3)cc2)cc1[N+](=O)[O-] | ? | 5.4% | 10.4%
CN(CC(=O)Nc1ccccc1C(F)(F)F)C(=O)CC1OC(=O)c2ccccc21 (stereo unspecified) | 14.3% | 3.6% | -18.3%
Cc1cc(C)n2c(SCC(O)=C(C#N)c3nc4ccccc4[nH]3)nnc2n1 | 4.9% | ? | nt
O=C(CCN1C(=O)c2ccccc2S1(=O)=O)Nc1ccc(C(=O)O)cc1 | -6.6% | 20.0% | 1.3%
Cc1ccccc1OCCSc1nc2ccc(NC(=O)c3cccs3)cc2s1 | 23.1µM* | 0.3% | nt
Cc1sc2ncnc(N3CCC(C(=O)NNC(=O)c4ccc(F)cc4)CC3)c2c1C | 18.4µM* | -2.9% | 2.8%
CCOC(=O)CSc1nnc(NC(=O)CN2CCCCC2)s1 | ? | -9.3% | -2.2%
CCOc1ccccc1NC(=O)C(CC)Sc1nc2ncccc2[nH]1 (stereo unspecified) | ? | -5.0% | nt
COc1cc(OC)c(NC(=O)Cn2c(=O)nc(-c3ccccc3)c3ccccc32)cc1Cl | -5.8% | -0.8% | nt

5 structures out of the list, arranged by count of non-hydrogen atoms, rising.
SMILES | DT40 TDP1 CPT | FEN1 inh | N370S GC mod
N=c1n(CCO)c2ccccc2n1CCOc1ccc(Cl)cc1Cl | 6.51µM* | ? | ?
CCOc1ccccc1NC(=O)C(CC)Sc1nc2ncccc2[nH]1 (stereo unspecified) | ? | -5.0% | nt
Cc1ccccc1OCCSc1nc2ccc(NC(=O)c3cccs3)cc2s1 | 23.1µM* | 0.3% | nt
CN(CC(=O)Nc1ccccc1C(F)(F)F)C(=O)CC1OC(=O)c2ccccc21 (stereo unspecified) | 14.3% | 3.6% | -18.3%
CCOc1cc(N2CCOCC2)c(OCC)cc1NC(=O)c1ccc(S(=O)(=O)N(C)C)cc1 | ? | -9.8% | -4.4%

(continued)
SMILES | DT40 TDP1 CPT | FEN1 inh | N370S GC mod
CC12CC3CC(C)(C1)CC(CN)(C3)C2 | ? | -16.5% | ?
CCOc1ccc(C(CC(=O)O)NC(=O)Cc2ccc(Cl)cc2)cc1 (stereo unspecified) | 16.1% | -1.9% | -2.1%
NC(=O)c1ccccc1NC(=O)c1cccc(C(=O)Nc2ccccc2C(N)=O)n1 | -16.2% | 3.9% | nt
Nc1c(C(=O)Nc2ccc3c(c2)OCCO3)nnn1Cc1cccc(Cl)c1 | ? | -20.8% | 2.6%
COc1ccc(OC)c(N(CC(=O)N2CCCC2)S(=O)(=O)c2ccccc2)c1 | -2.7% | -7.8% | 1.1%
CCOc1ccc2oc(C(=O)Nc3ccc4c(c3)OCO4)c(C)c2c1 | -3.8% | -15.0% | -8.3%
CCOC(=O)c1cc(-c2cccnc2)nn1-c1ccccc1 | 16.7% | 0.8% | -7.2%
c1csc(CNc2ncncc2-c2ccoc2)c1 | ? | nt | 1.7%
COc1ccccc1C(=O)NCC(=O)N1CC=C(c2ccccc2)CC1 | ? | -1.9% | nt
O=C(COC(=O)C1CC(=O)N(Cc2ccco2)C1)c1ccc(OC(=O)c2ccccc2)cc1 (stereo unspecified) | -27.3% | ? | 7.7%
O=c1n(-c2ccccc2)c(=O)n2n1CCC2 | -4.4% | -8.4% | -21.2%
O=C(CC1OC(=O)c2ccccc21)NCC1COc2ccccc2O1 (stereo unspecified) | -18.7% | 0.6% | 2.1%
CCn1c(SCC(=O)Nc2oc(-c3ccccc3)c(-c3ccccc3)c2C#N)nnc1-c1cc(OC)cc(OC)c1 | -28.0% | -22.5% | 4.7%
Cn1nnc2cc(NC(=O)N3CCN(c4ccccn4)CC3)ccc21 | -4.1% | -15.4% | -8.0%
CC(=O)Nc1sc2c(c1C(=O)N1CCOCC1)CCCCC2 | 8.0% | -0.7% | 2.1%
O=C(O)c1cccc(NC(=S)NC(=O)c2ccncc2)c1 | ? | 1.5% | 0.5%
Cn1nc(C(=O)Nc2cccc(S(=O)(=O)N3CCCCC3)c2)c2ccccc2c1=O | ? | 3.5% | 0.0%
CCn1cc(CNCc2ccc(OCC(O)CN(C)Cc3ccccc3)cc2)cn1 (stereo unspecified) | ? | -4.9% | -3.9%
COc1cccc(-n2c(Cc3cc(=O)[nH]c(=O)[nH]3)nnc2SCC(=O)N2CCCC2)c1 | 4.6% | -9.0% | 5.7%
COCCNC(=O)CN(CCc1ccccc1)S(=O)(=O)c1ccc(OC)cc1 | -14.6% | -5.0% | -2.1%
CCCCNC(=O)CSc1nc2cc3c(cc2c(=O)n1CCC(=O)NCCc1ccc(OC)c(OC)c1)OCO3 | ? | 2.3% | 18.7%
COc1cccc(N2CCN(CC(=O)Nc3ccccc3C(=O)NCc3ccccc3)CC2)c1 | ? | 2.5% | nt
C=CCNc1cnn(-c2ccc(C)cc2)c(=O)c1Sc1ccc(C)cc1 | ? | 2.5% | 0.5%
Cc1sc2ncnc(N3CCC(C(=O)Nc4cc(C(F)(F)F)ccc4OCC(F)(F)F)CC3)c2c1C | ? | -7.4% | nt
COC(=O)Nc1nnc(-c2ccccc2Cl)s1 | -23.5% | 3.5% | 12.7%
COC(=O)C1=C(C)N(CC2CCCO2)C(=O)C1 (stereo unspecified) | -6.3% | -6.8% | 2.4%

From PubChem BioAssay
